Assay outcomes: PubChem, National Center for Advancing Translational Sciences (NCATS)
TrxR1 inh: qHTS Assay for Inhibitors of Mammalian Selenoprotein Thioredoxin Reductase 1 (TrxR1): qHTS; AID 588453, 2011; recombinant rTrxR1, NADPH fluorescence consumption, selenite substrate; 390,000 tested, 1% active; Thioredoxin reductase 1, cytoplasmic (Rattus norvegicus), O89049; Potency, µM (top dose mostly 114 µM), for inactives: top-dose activity change, negative = inhibition, actives largely listed as inhibitors; further: potency means the concentration at half of the fitted maximal effect; on the % scale 0 is the no-effect control and ±100 the full control effect; nearly all actives have a fitted effect of over 65% in size
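Rat TrxR1 (90 nM in the dispensed reagent) was pre-reduced with 400 uM NADPH for 5 min at room temperature, then incubated with compound for 15 min. After 400 uM selenite was added, NADPH fluorescence (Ex 340/Em 450 nm) was followed for 8 min.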
TRHR PAM: qHTS for Small Molecule Agonists and Allosteric Enhancers of Human TRH Receptor: Primary Screen for Enhancers. AID 493056, 2011. enhancement, % at 2 µM. 360,000 tested, 0.66% active. TRHR cells, fluo-8 calcium fluorescence, EC20 TRH enhancement; in the data active means enhancement above about 30%; further: 0% is about no effect
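TRHR-expressing cells loaded with fluo-8 calcium dye were read kinetically (ex 480/em 530) during compound addition, then stimulated with an EC20 of TRH (10 nM final). Enhancement of the Gq-mediated intracellular calcium response was scored.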
D2 antag: HTS Assay for Allosteric Antagonists of the Human D2 Dopamine Receptor: Primary Screen for Antagonists; D(2) dopamine receptor (Homo sapiens), P14416; HEK293 TREx D2 cells, calcium flux, dopamine EC80; inhibition, % at 10 µM; 340,000 tested, 2% active; in the data active means inhibition above about 30%; further: 0% is about no effect
Target sequence (P14416 whole entry, looked up): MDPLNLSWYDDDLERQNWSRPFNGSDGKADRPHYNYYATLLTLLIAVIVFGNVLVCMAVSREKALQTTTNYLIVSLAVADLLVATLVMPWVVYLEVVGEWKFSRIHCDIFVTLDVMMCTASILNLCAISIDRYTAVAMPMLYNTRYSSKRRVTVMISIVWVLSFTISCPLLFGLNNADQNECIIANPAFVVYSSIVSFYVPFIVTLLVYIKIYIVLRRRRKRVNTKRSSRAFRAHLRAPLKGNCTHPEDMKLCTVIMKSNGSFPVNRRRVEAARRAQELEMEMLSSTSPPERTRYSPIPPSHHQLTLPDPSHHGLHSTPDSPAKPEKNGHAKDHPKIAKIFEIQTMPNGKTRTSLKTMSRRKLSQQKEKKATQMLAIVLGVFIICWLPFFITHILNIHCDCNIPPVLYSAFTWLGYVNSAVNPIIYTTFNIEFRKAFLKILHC
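Read-out: kinetic calcium fluorescence (1 cycle/s) in inducible HEK293 T-REx D2 cells after an EC80 dopamine addition that followed 180 s compound preincubation. Loss of the dopamine response indicates antagonism.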
TRHR agonist: qHTS for Small Molecule Agonists and Allosteric Enhancers of Human TRH Receptor: Primary Screen for Agonists; Thyrotropin-releasing hormone receptor (Homo sapiens), P34981; TRHR cells, calcium flux fluo-8, FDSS agonist mode; activation, % at 2 µM; 360,000 tested, 0.18% active; AID 493084, 2011; in the data active means activation above about 30%; further: 0% is about no effect
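TRHR-expressing cells, plated overnight in medium with 10% serum, were loaded with fluo-8 calcium dye at room temperature. After a 10 s baseline, library compound was pin-added and calcium release was recorded kinetically (ex 480/em 530) as agonist response.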
USP1-UAF1 inh: Inhibitors of USP1/UAF1: Primary Screen | AID 743255, 2014 | 390,000 tested, 0.23% active | Ubiquitin carboxyl-terminal hydrolase 1 (Homo sapiens), O94782 | Potency, µM (doses to about 57.1 µM), inactives show at the highest dose activity change, negative = inhibition, hits mostly inhibitors | recombinant USP1/UAF1, Ub-Rhodamine cleavage fluorescence; further: potency means the concentration at half of the fitted maximal effect; on the % scale 0 is the no-effect control and ±100 the full control effect; nearly all actives have a fitted effect of over 60% in size; inactives centre near -12
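USP1/UAF1 complex at 1 nM was preincubated with compound for 15 min at room temperature, then Ub-Rho substrate (150nM final) was added. Fluorescence (480/540 nm) was read kinetically, 6 reads every 60 seconds.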
D2 agonist: HTS Assay for Allosteric Agonists of the Human D2 Dopamine Receptor: Primary Screen for Agonists. D(2) dopamine receptor (Homo sapiens), P14416. HEK293 T-REx D2 cells, calcium flux agonist mode. activation, % at 2 µM. 340,000 tested, 0.53% active;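 active means activation over 3 SD above normal in the single-dose calcium agonist read, cut at about 30% in these data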; further: 0% is about no effect
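HEK293 Trex D2 cells, tetracycline-induced, o/n 30 C 5% CO2; no-wash Ca dye, RT 30–90 min; 10-cycle baseline, 23 nl cpd added, kinetic Ca read 180 s; agonist hits = positive Ca response.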
PI4K2A inh: qHTS for small molecular inhibitors of PI4K2A; Phosphatidylinositol 4-kinase type 2-alpha (Homo sapiens), Q9BTU6; AID 1346378, 2018; purified PI4K2A, ADP-Glo luminescence, 1 h; hits give low values; activity change, negative = inhibition, % at 76.9 µM; 420,000 tested, 0.13% active; in the data active means activity change below about -50%; inconclusive means mostly about -30% to -49%;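 further: -100% = wells without enzyme as full effect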
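ADP-Glo luminescence measured ADP generated by PI4K2A enzyme (4 ug/mL before mixing) with 1.2 mM PI substrate (pre-mix) and 300 microM ATP (pre-mix). Tris pH7.5 buffer with MgCl2, Triton X-100; 1 h reaction at ambient temperature.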
TrxR1 substrate: qHTS Assay for Substrates of Mammalian Selenoprotein Thioredoxin Reductase 1 (TrxR1): qHTS | AID 588456, 2011 | Thioredoxin reductase 1, cytoplasmic (Rattus norvegicus), O89049 | Potency, µM (top dose mostly 114 µM), for inactives: at the highest dose activity change, negative = substrate turnover | 390,000 tested, 0.01% active | purified TrxR1 substrate turnover, NADPH consumption readout; further: potency means the concentration at half of the fitted maximal effect; on the % scale 0 is the no-effect control and ±100 the full control effect; nearly all actives have a fitted effect of over 50% in size
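Rat TrxR1, dispensed at 90 nM, was prereduced with 400 uM NADPH (final) for 5 min at ~22 deg C, then incubated with compound 15 min before 400 uM selenite. A first-read NADPH fluorescence drop versus no-compound background flagged substrates.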
mIDH1 inhibitor: qHTS for Inhibitors of mutant isocitrate dehydrogenase 1 (IDH1): qHTS; Isocitrate dehydrogenase [NADP] cytoplasmic (Homo sapiens), O75874; IDH1-R132H enzyme, NADPH consumption, diaphorase/resazurin fluorescence; Potency, µM (highest dose often 76.6 µM), without a hit: at the highest dose activity change, negative = inhibition, usual class: inhibitors; 390,000 tested, 0.093% active; AID 602179, 2012; further: potency means the concentration at half of the fitted maximal effect; on the % scale 0 is the no-effect control and ±100 the full control effect; nearly all actives have a fitted effect of over 65% in size
Target sequence (O75874 whole entry R132H, stated change not applied): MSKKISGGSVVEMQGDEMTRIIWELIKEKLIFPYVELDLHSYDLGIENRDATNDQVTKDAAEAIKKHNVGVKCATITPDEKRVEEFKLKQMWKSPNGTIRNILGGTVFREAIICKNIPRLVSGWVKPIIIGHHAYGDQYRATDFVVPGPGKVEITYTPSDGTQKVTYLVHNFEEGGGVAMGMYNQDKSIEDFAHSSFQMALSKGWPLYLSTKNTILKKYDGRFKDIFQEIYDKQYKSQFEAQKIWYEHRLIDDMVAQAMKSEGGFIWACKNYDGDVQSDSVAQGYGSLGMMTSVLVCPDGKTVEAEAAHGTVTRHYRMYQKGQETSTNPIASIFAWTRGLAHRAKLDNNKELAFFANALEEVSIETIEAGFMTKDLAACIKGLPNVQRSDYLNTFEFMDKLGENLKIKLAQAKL
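IDH1-R132H (0.5 ug/mL) preincubated 30 min with compound, then NADPH (0.016 mM) and alpha-KG (2 mM) added; 80 min at RT, pH 7.5. Remaining NADPH coupled via diaphorase/resazurin to fluorescence (540/590 nm); concentration-response curves normalized to no-enzyme control.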
* hit, by the source's call; ? = inconclusive; . = not tested or not shown; & = joins results of further samples; [ ] = another dose, or the depositor's remark. Unless noted, the call rests on the fitted dose curve; in most records, active means well fitted inhibition curve with a large enough effect; inconclusive means small, poorly fitted or top-dose-only effect; inactive means no such curve, though single readings can be large or run the other way.

SMILES	TrxR1 inh	TRHR PAM	D2 antag	TRHR agonist	USP1-UAF1 inh	D2 agonist	PI4K2A inh	TrxR1 substrate	mIDH1 inhibitor
CCC(=O)Nc1cccc(NC(=O)c2cccc([N+](=O)[O-])c2)c1	-1.3%	0.5	-27.1	-0.3	3.9%	0.1	2.3	-13.1%	-2.7%
CC(C)SC1=NC(C)(C)C=C(/C=C/c2ccc(Cl)cc2Cl)N1	?	3.3	-18.9	0.1	-17.1%	-0.1	14.9	6.8%	-1.3%
CC(OC1=CC(=O)CCC1)C(=O)c1ccccc1 (centres undefined)	-3.4%[57.1 µM]	-1.9	-2.4	0.2	-7.2%	0.1	1.4	0.0%[57.1 µM]	-1.1%
CCN(CC)CCCNCC(=O)Nc1ccc2c(c1)CCC2	10.0%	-1.9	-2.8	0.4	-22.8%	0.3	1.0	1.0%	-5.5%
Nc1ccc(Sc2ccccc2Cl)nc1	-2.7%[57.1 µM]	.	.	.	-9.0%	.	-1.3	-2.2%[57.1 µM]	7.5%
CCCCCN1N=C(C)CC1=O	23.1%[57.1 µM]	3.1	4.5	-0.1	-9.2%	-1.4	-11.9	11.1%[57.1 µM]	3.3%
ClC1(Cl)CC1CSc1ncn[nH]1 (centres undefined)	21.0%[57.1 µM]	0.8	-22.8	1.5	-18.6%	0.2	6.1	7.8%[57.1 µM]	3.4%
O=C(Nc1ccccc1)c1nnsc1S(=O)c1ccc(Cl)cc1 (centres undefined)	1.26µM*	-1.0	-30.9	4.0	-17.9%	4.2	-9.4	9.9%[57.1 µM]	-0.1%
O=C1N(Cc2ccccc2F)c2ccccc2C12OCCCO2	20.7%	11.3	-3.7	-0.8	-12.5%	0.3	2.9	1.6%	2.5%
CN(C)c1ccc(/C=C/c2noc(-c3ccccc3O)n2)cc1	1.0%	-5.7	.	-0.3	-20.4%	0.0	-8.5	8.2%	0.3%
C#CCOCCOCCOCCNc1nc(N2CCN(C(=O)[C@H]([C@@H](C)CC)n3cc([C@@H](N)CO)nn3)CC2)nc(N2CCN(C(=O)[C@H](CCCCN)n3cc([C@@H](N)CO)nn3)CC2)n1	-6.5%	.	.	.	5.5%	.	-1.8	-4.6%	5.9%
N#CCC(=O)Nc1ccccc1C(=O)O	-16.8%	7.7	-3.1	0.6	-20.0%	0.1	7.8	-3.8%	2.8%
CC1(C)CC(=O)C(c2c[nH]c3ccccc23)C(=O)C1	-30.6%	0.4	-4.6	1.5	-18.3%	1.0	0.2	1.1%	3.0%
Cc1cc(NC(=O)Nc2nnc(N(C)C3CCCCC3)s2)ccc1Br	7.3%	-7.7	.	0.8	?	6.5	-2.2	-5.1%	2.1%
COc1ccc(OC)c(C2=NOC(C(=O)NCCN3CCOCC3)C2)c1 (centres undefined)	-7.5%	17.9	-4.3	1.1	-8.7%	0.4	-0.2	1.0%	-0.9%
O/N=C(/CCc1ccccc1)c1ccc2c(c1)OCCO2	-8.8%	1.6	-2.5	-0.2	0.8%	-1.6	-2.5	-11.1%	14.4%
COc1cccc(COc2nc3c(c(=O)n(C)c(=O)n3C)n2C)c1	-7.5%	2.9	.	0.0	-11.6%	.	-9.3	-8.4%	1.4%
COC(=O)C1CCN(C(=O)Cn2nnc(-c3cccc(F)c3)n2)CC1	13.3%[57.1 µM]	0.1	3.1	0.7	-15.0%	0.1	-1.4	4.3%[57.1 µM]	-1.4%
CC(=O)N1CCc2cc(S(=O)(=O)CCC(=O)N3CCC(C)CC3)ccc21	31.3%	0.8	-8.9	-0.2	-27.0%	-0.5	0.3	11.4%	-3.1%
CC1(C)Oc2ccc3ccc(=O)oc3c2/C(=C/NCCO)C1=O	-1.4%[57.1 µM]	-7.7	-13.5	-0.6	3.4%	0.0	-3.3	-4.4%	8.6%
COc1ccc(CNc2nc3nc(C)cc(C)n3n2)cc1OC	-19.3%	-4.5	-13.0	1.0	-11.4%	-0.5	2.3	-12.4%	-2.2%
O=C(Nc1ccccc1)/C(=C/c1cccnc1)NC(=O)c1ccco1	0.9%	-1.0	.	-0.3	0.1%	.	-2.9	-6.4%	2.1%
Cc1ccc(OCC(=O)NCC(c2ccc(Cl)cc2)N2CCCCC2)cc1 (centres undefined)	5.6%	-1.7	.	-0.5	-21.1%	0.5	2.4	-8.1%	-6.7%
CCOC(=O)/C(C#N)=C1/SC(CC)C(=O)N1c1ccc(C)cc1 (centres undefined)	-1.4%[57.1 µM]	10.6	5.3	-0.2	-8.1%	0.5	2.7	-3.3%	1.8%
CCCCN1C[C@H](O)[C@@H](O)[C@H](O)[C@H]1CO	23.4%	2.7	6.6	-0.1	-14.8%	1.4	0.8&-2.0	3.0%	1.7%
CN(Cc1ccccc1)C(=O)COC(=O)c1cc(S(=O)(=O)N(C)C)ccc1N1CCCC1	9.0%	-2.5	4.0	-0.7	-15.3%	0.0	-0.3	0.4%	9.0%
O=C(Nc1ccccc1Cl)c1c(F)c(F)c(F)c(F)c1F	-15.5%	.	.	.	-12.2%	.	12.5	-8.8%	2.2%
Cc1ccc2nc(-c3ccc(NC(=O)CN(C)S(=O)(=O)c4ccccc4)cc3)sc2c1	.	3.1	-18.6	0.1	.	-0.9	.	.	.
CC(=O)Nc1cc2c(cc1[N+](=O)[O-])-c1ccc(F)cc1C2	-14.4%[57.1 µM]	.	.	.	-9.7%	.	0.5	3.5%[11.4 µM]	9.9%
Cn1c(CCC(=O)Nc2ccccc2F)nnc1SCC(=O)Nc1ccccc1Cl	19.3%	12.6	-9.2	0.9	-11.3%	-0.9	-1.0	-0.5%	-13.7%
OC(C#CCN1CCCCC1)(c1ccccc1)c1ccccc1	4.8%	5.3	-1.9	0.3	-17.4%	-0.6	18.2	0.4%	1.2%
CCCn1c2ccccc2c2cnn(CC(=O)NCC3CCN(Cc4ccc(F)cc4)CC3)c(=O)c21	8.5%	-2.7	.	-0.4	-8.3%	-0.4	1.3	8.6%	-7.7%
Cc1cc(NC(=O)c2cc(Cl)ccc2Cl)ccc1-c1cc2ccccc2oc1=O	78.9%[activator]	0.2	.	3.2	-18.0%	3.2	-10.1	22.7%	0.0%
COc1ccccc1NC(=S)NCc1ccc(Cl)cc1	-2.2%[57.1 µM]	-1.1	-2.3	-0.1	-12.0%	-0.2	0.6	4.8%[57.1 µM]	9.0%
CC(C)(C)C1CCc2c(sc(NC(=O)c3cccs3)c2C(=O)N2CCCCC2)C1 (centres undefined)	19.3%[57.1 µM]	-2.3	3.5	0.3	-14.7%	-0.5	9.6	14.5%	1.2%
CC(=O)c1cccc(NC(=O)NCc2cccnc2)c1	-6.9%[57.1 µM]	-12.7	8.8	0.5	2.2%	0.3	-1.3	2.0%[57.1 µM]	-2.8%

Molecules listed so far that contain a nitro group on carbon (2):
SMILES	TrxR1 inh	TRHR PAM	D2 antag	TRHR agonist	USP1-UAF1 inh	D2 agonist	PI4K2A inh	TrxR1 substrate	mIDH1 inhibitor
CCC(=O)Nc1cccc(NC(=O)c2cccc([N+](=O)[O-])c2)c1	-1.3%	0.5	-27.1	-0.3	3.9%	0.1	2.3	-13.1%	-2.7%
CC(=O)Nc1cc2c(cc1[N+](=O)[O-])-c1ccc(F)cc1C2	-14.4%[57.1 µM]	.	.	.	-9.7%	.	0.5	3.5%[11.4 µM]	9.9%

Next results
SMILES	TrxR1 inh	TRHR PAM	D2 antag	TRHR agonist	USP1-UAF1 inh	D2 agonist	PI4K2A inh	TrxR1 substrate	mIDH1 inhibitor
O=C(NCc1nc2ccccc2[nH]1)C1=C[C@H](C2CCCCC2)C[C@H](OCc2ccc(CO)cc2)O1	16.5%[57.1 µM]	1.3	18.9	0.1	-9.7%	0.1	6.9	3.9%[57.1 µM]	-7.2%
COc1ccc(-c2nc(Cc3ccc(Cl)cc3)no2)cc1OC	14.2%[57.1 µM]	5.5	1.8	-0.7	-2.0%	-0.3	3.2	11.9%	1.5%
CCN(CC)Cc1c[nH]c2c(C(=O)OC)cccc12	7.6%	2.2	18.0	1.1	-22.9%	1.7	8.0	93.3%[activator]	9.3%
Cc1ccc(NC(=O)CSCc2cc(=O)n3cc(C)sc3n2)c(C)c1	14.0%	1.0	.	-0.1	-8.5%	.	-3.4	1.8%	4.1%
CCSc1nnc2c(n1)OC(c1cc(OC)c(OC)c(OC)c1)Nc1ccccc1-2 (centres undefined)	-11.3%	-7.9	.	-0.1	-15.2%	-1.4	-1.2	-4.9%	-7.0%
COc1ccc(CC(=O)N2CCC(Nc3nc4ccccc4n3Cc3ccc(F)cc3)CC2)cc1	14.0%	0.2	-5.6	-0.1	-22.6%	-0.2	3.2	-3.1%	-0.3%
O=C(NCCCN1CCOCC1)c1ccccc1N1C(=O)[C@@H]2Cc3c([nH]c4ccccc34)C(c3cccc(Cl)c3)N2C1=O (some centres undefined)	1.1%	0.9	17.4	1.0	-2.6%	-1.3	-1.3	0.7%	-4.0%
Cn1c(SCC(=O)N2CCCC2)nc2ccccc2c1=O	8.0%	7.8	6.2	-0.3	-14.8%	-1.9	-1.6	7.6%	9.0%
